Abeta yeast res = restores growth of yeast expressing A-beta42 peptide. yeast expressing A-beta42, growth rescue, OD600, 48 h; response scale: 0% DMSO, 100% iron-clioquinol control. Potency, µM (doses to about 46.1 µM), for the others: top-dose growth rescue, hits mostly activators. hit rate 0.063% among 410,000; further: potency means the concentration at half of the fitted maximal effect; nearly all actives have a fitted effect of over 55% in size
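Yeast growth medium received pinned compounds, then yeast cells expressing toxic A-beta were added; plates incubated at 30 C for 48 hr. Growth read as absorbance at 600 nm, normalized to DMSO and equimolar FeCl3 plus clioquinol controls.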
EPAC1 antagonist = antagonists of human EPAC1; O95398; EPAC1 GEF assay, Rap1b-BODIPY-GDP exchange fluorescence; Potency, µM (top dose mostly 115 µM), for the others: at the highest dose activity change, negative = inhibition, hits mostly inhibitors; hit rate 0.14% among 360,000;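 further: potency means the concentration at half of the fitted maximal effect; plate controls were vehicle for no effect and positive control for full effect; nearly all actives have a fitted effect of over 50% in size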
PLK1 PBD block = inhibitors of human PLK1 polo-box domain binding. hit rate 2.8% among 360,000. AID 720504. Potency, µM, for inactives: max response, negative = inhibition, hits mostly inhibitors. P53350. Plk1 PBD binding of FITC phosphopeptide, fluorescence polarization; further: potency means the concentration at half of the fitted maximal effect; series mostly up to about 57 µM; on the % scale 0 is the no-effect control and ±100 the full control effect; nearly all actives have a fitted effect of over 65% in size
aSyn yeast inh = rescues yeast growth from alpha-synuclein toxicity; Yeast expressing alpha-synuclein, growth rescue, BacTiter-Glo, 24 h; Potency, µM (titrated, usually from 46.1 µM), without a hit: at the top dose growth rescue (activation), hits mostly activators; hit rate 0.14% among 370,000; further: potency means the concentration at half of the fitted maximal effect; % of control where 0% means no effect; nearly all actives have a fitted effect of over 65% in size
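Galactose-induced alpha-syn yeast (OD600=0.02, raffinose-pregrown) + pinned cpd, 24 hr, 30 deg C; growth by BacTiter-Glo luminescence. Growth restoration scores as activation.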
WRN helicase inh = WRN helicase (human) inhibition | Potency, µM (top dose mostly 114 µM), inactives show at the highest dose activity change, negative = inhibition, most hits filed as inhibitors | hit rate 0.46% among 360,000 | WRN helicase unwinding, fluorescent forked duplex, kinetic | AID 651768; further: potency means the concentration at half of the fitted maximal effect; on the % scale 0 is the no-effect control and ±100 the full control effect; nearly all actives have a fitted effect of over 55% in size
Target sequence (Q14191 whole entry, looked up): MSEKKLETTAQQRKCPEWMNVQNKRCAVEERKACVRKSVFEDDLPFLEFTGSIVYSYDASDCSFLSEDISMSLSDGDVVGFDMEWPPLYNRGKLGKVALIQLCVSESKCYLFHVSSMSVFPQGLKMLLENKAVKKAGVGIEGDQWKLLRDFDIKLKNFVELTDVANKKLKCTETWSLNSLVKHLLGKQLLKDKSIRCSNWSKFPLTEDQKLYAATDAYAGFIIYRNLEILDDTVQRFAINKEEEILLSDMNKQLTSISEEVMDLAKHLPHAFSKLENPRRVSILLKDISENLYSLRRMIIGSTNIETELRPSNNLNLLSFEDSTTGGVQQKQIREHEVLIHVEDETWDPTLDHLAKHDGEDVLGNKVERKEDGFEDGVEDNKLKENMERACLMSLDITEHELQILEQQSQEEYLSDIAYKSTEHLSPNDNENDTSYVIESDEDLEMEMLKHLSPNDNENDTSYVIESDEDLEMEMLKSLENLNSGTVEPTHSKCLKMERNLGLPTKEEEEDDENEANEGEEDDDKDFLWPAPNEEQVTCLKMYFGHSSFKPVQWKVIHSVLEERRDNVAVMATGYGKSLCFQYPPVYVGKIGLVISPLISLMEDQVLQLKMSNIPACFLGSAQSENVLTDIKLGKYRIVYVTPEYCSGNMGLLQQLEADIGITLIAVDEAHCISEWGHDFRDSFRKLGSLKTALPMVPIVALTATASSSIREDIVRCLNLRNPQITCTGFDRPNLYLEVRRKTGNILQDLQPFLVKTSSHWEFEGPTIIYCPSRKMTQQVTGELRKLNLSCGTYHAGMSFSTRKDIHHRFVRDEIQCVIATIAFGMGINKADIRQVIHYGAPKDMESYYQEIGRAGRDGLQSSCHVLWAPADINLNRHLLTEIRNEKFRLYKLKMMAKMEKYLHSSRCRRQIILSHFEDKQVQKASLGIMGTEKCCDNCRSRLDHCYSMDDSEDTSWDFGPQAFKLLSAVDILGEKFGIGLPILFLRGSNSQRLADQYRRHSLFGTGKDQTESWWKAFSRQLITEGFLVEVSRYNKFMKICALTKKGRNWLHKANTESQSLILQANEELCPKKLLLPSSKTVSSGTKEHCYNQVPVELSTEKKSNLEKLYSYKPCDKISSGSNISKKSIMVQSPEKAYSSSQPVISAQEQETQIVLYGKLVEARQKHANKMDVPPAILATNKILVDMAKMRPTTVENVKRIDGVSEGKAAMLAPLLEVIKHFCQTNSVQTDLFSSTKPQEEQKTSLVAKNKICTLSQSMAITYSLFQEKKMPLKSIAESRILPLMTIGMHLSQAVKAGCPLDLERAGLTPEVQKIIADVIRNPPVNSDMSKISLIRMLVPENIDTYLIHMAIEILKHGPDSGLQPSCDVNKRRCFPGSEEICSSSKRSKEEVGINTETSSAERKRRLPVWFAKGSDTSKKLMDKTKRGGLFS
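Fluorescence dequenching readout, ex 525 nm/em 598 nm, kinetic mode: forked duplex DNA (100 nM final) with adjacent fluorophore and quencher unwound by WRN (20 nM final) with 2 mM ATP. Compound preincubation 15 min, room temperature.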
PI5P4K alpha inh = blocks human PI5P4K alpha kinase activity | PI5P4Kalpha enzyme, ADP-Glo luminescence, 60 min; stronger effect = lower value | max response, % | hit rate 1.2% among 330,000 | AID 652105; active means max response of -50% or lower; inconclusive means between -30% and -50%; inactive means -30% or higher; further: value at the top dose of about 77 µM; on the % scale 0 is the no-effect control and ±100 the full control effect
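Enzyme plus substrate dispensed, test compounds pinned in, then ATP (5 microM final) added. After 60 min at RT, ADP-Glo reagent 1 for 45 min and reagent 2 for 30 min preceded luminescence imaging.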
FUS yeast rescue = FUS proteinopathy suppression in yeast; Potency, µM (top dose mostly 76.6 µM), inactives show at the highest dose growth rescue (activation), actives largely listed as activators; S. cerevisiae FUS-expressing, growth rescue, OD600, 24 h; hit rate 0.24% among 390,000;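 further: potency means the concentration at half of the fitted maximal effect; plate controls were DMSO vehicle for no effect and reference control for full effect; nearly all actives have a fitted effect of over 55% in size; some results filed as inactive show a strong effect at the top dose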
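Compound concentration series was pinned onto galactose-induced FUS-expressing yeast seeded at OD 0.005. Plates sat 24hr at 30C; absorbance at 600 nm gave growth. DMSO served as background control.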
EPAC1 agonist = activates human EPAC1 exchange factor | Potency, µM (doses to about 154 µM), for the others: at the top dose activation, hits mostly activators | EPAC1 agonist qHTS, biochemical assay; response scale: 100% = response to 6.5 mM cAMP | hit rate 0.073% among 360,000 | AID 720707; further: potency means the concentration at half of the fitted maximal effect; nearly all actives have a fitted effect of over 60% in size
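Normalized to 6.5 mM cAMP, activity reflects EPAC1-catalysed release of BODIPY-GDP from Rap1B, followed kinetically over 30 min at 480 nm excitation, 540 nm emission. Reaction contained 100 nM EPAC1, 250 nM Rap1B-BODIPY-GDP, 50 uM GDP.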
IL-2 act = activators of IL-2; activation, % (series mostly up to about 46 µM); hit rate 0.065% among 360,000; IL-2 activation reporter assay, cell-based qHTS; stimulated with anti-CD3/CD4/CD28 beads; in transgenic mouse T cells; in the data active means activation above about 50%; inconclusive means mostly about 30% to 49%; further: 0% is about no effect
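Readout is EGFP and DsRed signal by fluorescent plate cytometry after 18 h at 37 degrees C. Transgenic mouse T cells (750/well) received compound for 60 min before bead stimulation (anti-CD3, anti-CD4, anti-CD28); memory T cells served as non-tolerant control.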
An asterisk follows results filed as active; ? = inconclusive; nt = not tested or not shown; [ ] = another dose, or the depositor's remark. Unless noted, the call rests on the fitted dose curve; in most records, active means well fitted curve in the direction sought with a large enough effect; inconclusive means small, poorly fitted or top-dose-only effect, or another doubt; inactive means no such curve, though single readings can be large; an effect the other way counts as inactive or inconclusive.

Fields – PLK1 PBD block, EPAC1 agonist, Abeta yeast res, FUS yeast rescue, IL-2 act, WRN helicase inh, EPAC1 antagonist, PI5P4K alpha inh, aSyn yeast inh
(1) Cc1noc(C)c1CSCC(=O)OCC(=O)Nc1ccc(OC(F)(F)F)cc1
    6.9%, -9.9%, 5.4%, -24.8%, 0.3, -0.3%, -13.8%, 15.3, -6.6%
(2) C/C(=N/NC(=O)c1ccncc1)c1c[nH]c2ccccc12
    -2.5%, 2.4%, -19.1%, -14.1%, -2.5, -14.4%[57.1 µM], 2.6%, ?, -2.4%
(3) CCOc1ccc(C(=O)NCC(=O)OCC(=O)N2CCCC2)cc1
    0.7%, 0.7%, -9.0%, -23.1%, 0.1, -0.6%, 14.9%, -3.1, -7.1%
(4) O=C(COC(=O)c1ccc2c(c1)S(=O)(=O)N=C1CCCCCN12)NCCc1ccc(F)cc1
    5.9%, -12.2%, -12.5%, -9.1%, 0.4, 1.8%, -2.4%, 0.0, -1.3%
(5) O=C(CN(CCc1ccccc1)S(=O)(=O)c1ccc(Cl)cc1)N/N=C/c1ccccc1C(=O)O
    -8.4%, 3.8%, -9.0%, -17.8%, -2.0, 6.0%, 4.9%, -5.9, -10.6%
(6) COc1ccccc1-c1nnc(SC2CCc3ccccc3NC2=O)s1 (stereo not drawn)
    -8.3%, 19.9%, 7.5%, 26.4%, -0.9, -5.0%, 11.5%, nt, 5.0%
(7) COc1ccc2[nH]c3c(c2c1)CCN1C(=O)C(CC(=O)NCc2ccco2)C[C@H](C(=O)N(C(C)C)C(C)C)[C@@]31C (stereo partly drawn)
    ?, -11.4%, -1.4%, 30.8%, -0.6, 4.0%, 4.0%, -9.0, 12.3%
(8) OCCN1CCN(CC(O)C(F)(F)F)CC1 (stereo not drawn)
    6.6%, -12.6%, -0.3%, -35.0%, 1.2, 5.0%, -19.3%, 0.5, -0.8%
(9) CCN(CC)c1ccc(/C=N/N2CCN(Cc3ccc(Cl)cc3)CC2)c(O)c1
    -23.7%, 0.1%, -38.5%[inhibitor], 6.2%, -1.3, -3.0%, -29.0%, 9.2, 6.9%
(10) CCCC(=O)Nc1ccccc1NC(=O)c1ccc(OCC)cc1
    -7.5%, 10.5%, -5.1%, -12.6%, 1.3, 3.1%, 8.0%, 0.8, -0.6%
(11) Clc1ccccc1-c1ccc2nccn2c1
    -0.1%, 6.3%, -8.5%, 13.0%, -0.2, -5.2%, -3.3%, 2.3, 9.3%
(12) CCN(CC)c1ccc(/C=N/NC(=O)Cc2ccc(OC)c(OC)c2)cc1
    -9.0%, -13.6%, -11.4%, 4.8%, -0.8, 1.8%, -12.3%, 12.6, 20.4%
(13) COc1ccc(-n2nc(C)c3onc(C)c3c2=O)cc1
    -2.6%, 2.7%, -3.6%, -22.0%, -0.3, -26.3%, 4.0%, 10.0, 6.2%
(14) O=C(NCCOc1ccc(F)cc1)c1ccccc1SCc1ccccc1
    -9.7%, 16.4%, 4.8%, 12.8%, -7.4, -25.5%[57.1 µM], -7.4%, ?, 5.3%
(15) COCCNC(=O)C1(C)CCN(C(=O)c2ccc(SC(F)(F)F)cc2)C1 (stereo not drawn)
    -8.4%, 4.8%, -12.8%, -19.2%, 0.0, 1.4%, -3.6%, -0.3, 1.2%
(16) Cc1c(CN(C)C)c2c(n1C)C(=O)c1ccc(Br)cc1-2
    -1.0%, 3.5%, 1.6%, -13.8%, -1.8, -17.5%[57.1 µM], -11.9%, nt, 4.1%
(17) CCc1cccc(NC(=O)C2CCCN(c3cnccn3)C2)c1 (stereo not drawn)
    2.0%, -2.1%, nt, 13.5%, 1.5, 2.7%, -22.6%, -4.7, 16.1%
(18) O=C(c1ccc(=O)[nH]c1)N1CCN(S(=O)(=O)c2cc(C(F)(F)F)ccc2Cl)CC1
    -7.9%, 3.8%, -16.4%, 7.9%, -1.1, 9.7%, -18.1%, -6.9, -0.7%
(19) Cc1c(NS(=O)(=O)c2cccc(C(=O)Nc3ccc(SC(F)F)cc3)c2)c(=O)n(-c2ccccc2)n1C
    -11.8%, 0.7%, 1.9%, nt, -0.5, -4.8%, 0.1%, 4.1, 12.7%
(20) Cc1ccccc1NC(=O)N(C(C)C)C(C)C
    -0.8%, 4.0%, -2.5%, -9.0%, 1.1, 6.4%, -5.6%, 5.1, -3.0%
(21) CN1CCN(C(=O)c2cc3cc(F)ccc3[nH]2)CC1
    -4.7%, -8.3%, -4.6%, 2.0%, -1.4, -2.0%[57.1 µM], 9.0%, 1.9, -4.2%
(22) CCS(=O)(=O)N1CCC(C(=O)NCCCN2CCCCCC2)CC1
    -3.3%, 3.0%, 8.4%, -2.3%, 0.1, -8.6%, -2.3%, nt, -6.0%
(23) COc1cccc(OC)c1OCCN1CCCC1
    -11.5%, -2.0%, 2.2%, -25.6%, -0.7, -2.9%, -22.9%, 6.9, 6.7%
(24) COc1ccccc1-n1c(SCC(=O)O)nc2sc3c(c2c1=O)CCC3
    -11.7%, 6.3%, -7.6%, 5.0%, -0.8, -0.6%, -15.5%, -19.1, -3.2%
(25) CC(C)[C@H](NC(=O)c1ccccc1)C(=O)OCC(=O)Nc1ccc(Cl)cc1C(F)(F)F
    -2.7%, -15.6%, -3.1%, 20.3%, -4.9, -1.1%, -22.5%, -1.8, 2.1%
(26) CCC(=O)Nc1ccc(S(=O)(=O)N2CCOCC2)cc1
    0.2%, -9.3%, -5.8%, 2.3%, -1.7, -9.8%, 5.8%, nt, 0.6%
(27) Cc1ccc(C(O)c2ncc(-c3ccccc3C(F)(F)F)[nH]2)cc1F (stereo not drawn)
    2.8%, -15.1%, -4.6%, -9.0%, 0.0, 5.6%[57.1 µM], -9.5%, 16.9, 11.4%
(28) CCCCNC(=O)C1(C)CCC(=O)N1CCOc1ccccc1 (stereo not drawn)
    -3.4%, -14.1%, -18.5%, -6.1%, 0.2, -3.2%, 3.6%, 4.8, -4.7%
(29) COc1ccc(OCC(=O)Nc2c(Cl)ccc3nsnc23)cc1
    -1.0%, 3.4%, 4.8%, nt, -3.3, ?, 0.6%, -16.2, -1.7%
(30) COc1cccc(Nc2nc(C(N)CC(C)C)cs2)n1 (stereo not drawn)
    -11.6%, -5.3%, 1.8%, 8.2%, -1.0, 3.0%, 4.7%, -0.4, 1.3%
(31) COc1nc(NCc2ccco2)nc(N2CCC(C)CC2)n1
    -0.8%, -0.5%, -4.8%, 4.2%, -0.7, -0.3%, 6.0%, -3.1, 17.2%
(32) CC(C)(C)OC(=O)NCCCCCNC(=O)c1[nH]cnc1C(=O)Nc1ccc(Cl)cc1
    -14.1%, -5.1%, 28.8%, ?, -3.5, -17.4%, -24.3%, -0.5, ?
(33) COc1cc2c3c(c1OC)C1(C=CC(=O)C=C1)CC3N(C(C)=O)CC2 (stereo not drawn)
    -10.4%, -4.5%, -7.1%, nt, -2.1, -6.2%, 5.7%, -1.9, -1.5%
(34) CCc1ccc(OCCCC(=O)O)c(Br)c1
    -5.9%, 4.6%, -46.2%[inhibitor], 15.6%, -0.9, -6.0%, 14.4%, nt, 13.1%
(35) O=C(COc1ccccc1)NCc1n[nH]c(=S)n1-c1ccccc1
    -1.0%, -15.7%, -5.3%, 7.5%, -0.6, 2.7%, -12.9%, 6.3, 2.4%
(36) COc1ccccc1C(=O)c1nc2ccccc2n1C
    0.2%, -2.2%, 11.6%, -3.0%, -3.1, 1.7%[57.1 µM], -23.2%, 13.0, 1.8%
(37) Cc1csc(=O)n1CCC(=O)OCC(=O)Nc1ccc(N2CCOCC2)cc1
    1.0%, -4.8%, 4.6%, -41.0%, -1.1, 13.5%, -5.4%, 2.2, -6.0%
(38) O=C(O)/C=C/C(=O)NC1CCS(=O)(=O)C1 (stereo not drawn)
    -6.6%, -2.1%, -11.4%, 7.1%, -2.7, -3.9%, 8.9%, -2.0, -1.4%
(39) COc1cc(/C=C/C(=O)OCC(=O)NC2CC2)cc(S(=O)(=O)N2CCc3ccccc32)c1OC
    -8.9%, 9.5%, 5.8%, 17.8%, 6.0, -4.6%, -2.1%, 0.3, 0.1%
(40) O=C(Nc1ccc(F)c(Cl)c1)Nc1ccc(Cl)cn1
    15µM*, -6.2%, -3.6%, -24.8%, -0.5, 12.8%, 4.6%, -9.8, -19.5%
(41) COc1cccc(/C=C2/CCC(CN(C)C)C2=O)c1 (stereo not drawn)
    3.36µM*, 0.8%, -80.6%[inhibitor], nt, -4.7, 12.6µM*, -0.4%, -15.2, -75.4%[inhibitor]
(42) CCCCCOC(=O)C1C2C=CC3(CN(c4ccccc4C)C(=O)C13)O2 (stereo not drawn)
    -2.2%, -12.0%, 3.0%, 22.0%, -1.0, 16.3%, 19.8%, -2.4, 1.1%
(43) O=C(CSc1nc2ccc(Cl)cc2o1)NCc1ccc2c(c1)OCO2
    -12.8%, -18.0%, -10.0%, -4.8%, -0.5, -42.0%[57.1 µM], 1.9%, -4.3, -2.1%
(44) COc1cc(/C=N/c2oc(C)c(C)c2C#N)cc(Br)c1O
    16.9%, 2.8%, -13.3%, -12.7%, -0.1, -16.0%, -9.5%, -21.5, -15.5%
(45) CN(CC1CCN(CCc2cccc(C(F)(F)F)c2)CC1)C(=O)c1ccc(F)cc1F
    -8.7%, -4.9%, 17.5%, ?, -0.3, 4.8%, 16.3%, -1.0, 4.7%
(46) Cc1cc(C)cc(-n2nnc3ccccc3c2=O)c1
    6.5%, 16.5%, -3.0%, -20.1%, 0.7, -10.8%, 1.8%, 15.5, 0.9%
(47) Cc1ccc2c(c1)-c1c(cnn1CC(=O)N(Cc1ccco1)C1CCCCC1)CO2
    -4.9%, 0.1%, 32.4%, 31.6%, -3.0, -3.2%, -15.1%, -5.0, 14.7%

Assay outcomes (PubChem)
